Coupling enz: qHTS Assay for Inhibitors of Fructose-1,6-bisphosphate Aldolase from Giardia Lamblia: Coupling assay counterscreen; coupling enzyme system counterscreen, AmpLite Red fluorescence; activity change, negative = inhibition, % at 58.2 µM, hits read low; 290,000 compounds, 0.67% hits; AID 2472, 2010; in the data active = activity change below about -30%
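Compounds tested against the coupling enzymes alone at 57.5 uM final; readout was AmpLite Red fluorescence (525/598 nm) after 20 min at RT.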
Eya2 inh: qHTS Assay for Inhibitors of the Phosphatase Activity of Eya2. Protein phosphatase EYA2 (Homo sapiens), O00167. recombinant Eya2, OMFP fluorescence dephosphorylation (OMFP is methylfluorescein phosphate). Potency, µM (doses to about 76.9 µM), for inactives: at the top dose activity, negative = inhibition, usual class: inhibitors. 330,000 compounds, 0.006% hits. AID 488837, 2010; also: potency is read from the fitted curve at half-maximal effect
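Eya2 protein (added as 0.2 uM solution) was preincubated with compound for 10 min at ambient temperature in 50 mM HEPES pH 7.5, 50 mM NaCl, 5 uM MgCl2, 0.05% BSA, 1 mM DTT. OMFP (added at 50 uM) then reacted 10 min; fluorescence read at 485/525 nm.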
USP2a block: qHTS Assay for Inhibitors of Ubiquitin-specific Protease USP2a Using CHOP2 as the Reporter. USP2 core, Ub-CHOP2 coupled fluorogenic reporter, 485/531. Potency, µM (doses to about 38.3 µM), for the others: at the top dose activity change, negative = inhibition, most hits filed as inhibitors. 330,000 compounds, 0.01% hits. AID 463254, 2010;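 also: potency is read from the fitted curve at half-maximal effect; plate controls were DMSO wells for no effect and full inhibition by NEM control for full effect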
Target sequence (O75604 whole entry, looked up): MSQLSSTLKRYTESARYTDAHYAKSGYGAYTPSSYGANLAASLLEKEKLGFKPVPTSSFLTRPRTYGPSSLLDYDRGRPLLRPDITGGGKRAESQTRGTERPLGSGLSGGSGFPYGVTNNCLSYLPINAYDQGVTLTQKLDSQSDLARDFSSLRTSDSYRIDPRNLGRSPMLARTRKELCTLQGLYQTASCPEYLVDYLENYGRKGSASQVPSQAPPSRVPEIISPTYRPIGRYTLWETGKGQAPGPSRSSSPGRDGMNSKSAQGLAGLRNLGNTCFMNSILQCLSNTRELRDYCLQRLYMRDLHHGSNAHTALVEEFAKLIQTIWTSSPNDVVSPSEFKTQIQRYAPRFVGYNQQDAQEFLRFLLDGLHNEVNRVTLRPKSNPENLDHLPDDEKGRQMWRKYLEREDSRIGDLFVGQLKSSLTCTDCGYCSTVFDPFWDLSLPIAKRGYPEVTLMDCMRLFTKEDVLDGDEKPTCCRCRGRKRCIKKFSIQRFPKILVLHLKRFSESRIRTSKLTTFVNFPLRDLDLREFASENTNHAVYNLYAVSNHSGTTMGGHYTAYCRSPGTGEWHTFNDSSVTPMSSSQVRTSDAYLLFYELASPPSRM
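Deubiquitinase activity read as fluorescence (485/531 nm) after Ub-CHOP2 cleavage activates the enterokinase reporter on its substrate; USP2 core 10nM, Ub-CHOP2 and substrate 25nM each, 30min compound preincubation then 60min RT; data normalized to NEM, curves fitted.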
KCNH2 WT inh: qHTS for Inhibitors of KCHN2 3.1: Wildtype qHTS; Voltage-gated inwardly rectifying potassium channel KCNH2 (Homo sapiens), Q12809; U2OS, BacMam KCNH2, thallium flux FluxOr; active compounds read low; activity change, % at 1.84 µM; 340,000 compounds, 0.37% hits; AID 720551, 2013;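 active = maximum activity change below -70%; inconclusive = maximum activity change between -70% and -50%; inactive = maximum activity change above -50%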
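U2OS cells transduced with wild-type KCNH2 virus are loaded with FluxOr dye for 45 min, and thallium flux is measured in kinetic reads before and after stimulation buffer. Rate constants are normalized to DMSO controls.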
KCNH2 3.1 block: qHTS for Inhibitors of KCHN2 3.1: Mutant qHTS; U2OS KCNH2 3.1, thallium flux FluxOr; active compounds read low; AID 720553, 2013; activity change, % (tested at about 1.8 µM); 340,000 compounds, 0.95% hits; Potassium voltage-gated channel subfamily H member 2, brain isoform KCNH2 3.1 (human);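 active = maximum activity change below -70%; inconclusive = maximum activity change from -70% to -50%; inactive = maximum activity change above -50%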;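 also: thallium influx rate constant from kinetic fluorescence after stimulation buffer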
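Channel expression came from 3.1 mutant virus (1.77 x 10^8 /mL) applied to suspended U2OS cells for 4 h. Flux was tracked with FluxOr dye plus Red40 quencher, and kinetic rate constants normalized to controls.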
BCR signal inh: qHTS Assay to Find Inhibitors of Chronic Active B-Cell Receptor Signaling | Potency, µM (series often up to 46.1 µM), for the others: at the highest dose ratio change, negative = lower green/red ratio, usual class: inhibitors | 340,000 compounds, 0.05% hits | ABC-DLBCL IkBa-CBG/CBR reporter, luminescence ratio, 4 h; active = well fitted inhibition curve with a large enough effect in the signal ratio, with a control signal flat, not every such curve was filed as active; inconclusive = small, poorly fitted or top-dose-only effect, or effect the other way, or a change in a side signal; the % refers to the signal ratio;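 also: potency is read from the fitted curve at half-maximal effect; plate controls were basal doxycycline-induced cells for no effect and cells given 10 µM MG132 for full effect; MG132 reads +100%, hits lower the ratio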
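Cell line TMD8 (human ABC DLBCL), stably expressing tet-inducible CBG68-IkBa fusion and CBR; IMDM/0.5% FBS; cpd up to 46 uM; dox induction, 4 h, 37C/5% CO2; dual luminescence; green/red ratio; MG132 control.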
Giardia killer: Small Molecules that selectively kill Giardia lamblia: qHTS; 340,000 compounds, 0.15% hits; activity change, % at 7.66 µM, hits read low; Giardia lamblia trophozoite viability; in the data active = activity change below about -80%; inconclusive = between about -30% and that limit;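 also: parasites exposed to compound for two days anaerobically before the ATP read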
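Giardia trophozoites, 100 cells per well, were exposed to compounds for 48 hrs at 37 deg C under anaerobic conditions; viability was then read as ATP content by bioluminescence after 15-30 min at room temperature.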
B2AR arrestin: qHTS assay of beta-arrestin-biased ligands of beta2-adrenergic receptor; AID 492947, 2010; 330,000 compounds, 0.02% hits; beta-arrestin recruitment to beta2AR, cell-based reporter; Potency, µM (top dose mostly 46.1 µM), without a hit: at the top dose activation, actives largely listed as activators;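 also: potency is read from the fitted curve at half-maximal effect; 0% = DMSO controls and full agonism = EC100 isoproterenol or metaproterenol; nearly all actives have a fitted effect of over 65% in size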
GALK inh: qHTS Assay for Inhibitors of Human Galactokinase (GALK); P51570; Purified GALK, Kinase-Glo residual ATP luminescence; Potency, µM (series often up to 57.5 µM), for the others: at the top dose activity change, negative = inhibition, most hits filed as inhibitors; 270,000 compounds, 0.007% hits; AID 1868, 2009; also: potency is read from the fitted curve at half-maximal effect
Target sequence (P51570 whole entry, looked up): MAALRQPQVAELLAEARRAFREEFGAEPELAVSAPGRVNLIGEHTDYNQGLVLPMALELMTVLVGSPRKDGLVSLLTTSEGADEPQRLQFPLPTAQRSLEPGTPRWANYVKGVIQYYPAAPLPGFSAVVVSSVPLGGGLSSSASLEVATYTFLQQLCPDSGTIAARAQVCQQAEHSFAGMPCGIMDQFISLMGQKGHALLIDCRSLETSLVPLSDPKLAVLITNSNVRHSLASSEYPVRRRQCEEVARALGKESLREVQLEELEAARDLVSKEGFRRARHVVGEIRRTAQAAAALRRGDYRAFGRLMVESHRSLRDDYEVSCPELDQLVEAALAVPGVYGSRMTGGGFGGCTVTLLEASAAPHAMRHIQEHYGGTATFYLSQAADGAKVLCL
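Luminescence from leftover ATP (Ultra-Glo luciferase/luciferin) served as read-out after a 1 h room-temperature reaction of 5 nM GALK with 35 uM ATP and 100 uM galactose.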
uPA surface inh: qHTS for Inhibitors of Cell Surface uPA Generation; cell surface uPA generation assay, qHTS; Potency, µM (titrated, usually from 38.3 µM), inactives show at the top dose activity change, negative = inhibition, usual class: inhibitors; 330,000 compounds, 0.31% hits; AID 540303, 2011; active = well fitted inhibition curve with a large enough effect; inconclusive = small, poorly fitted or top-dose-only effect; inactive = no such curve, though single readings can be large or run the other way; tested in mouse RAW 264.7 cells; also: potency is read from the fitted curve at half-maximal effect; nearly all actives have a fitted effect of over 55% in size
PKM2 activator: qHTS Assay for Activators of Human Muscle isoform 2 Pyruvate Kinase; Pyruvate kinase PKM (Homo sapiens), P14618; purified PKM2, Kinase-Glo ATP luminescence, activation; response scale: 0% is enzyme alone, no compound; Potency, µM (titrated, usually from 57.5 µM), for the others: at the top dose activation, most hits filed as activators; 260,000 compounds, 0.34% hits; also: potency is read from the fitted curve at half-maximal effect; nearly all actives have a fitted effect of over 55% in size
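ATP formation by purified human PK-M2, quantified via coupled luciferase luminescence after 1 h at room temperature with 0.1 mM ADP and 0.5 mM PEP final.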
* hit, by the source's call; ? = inconclusive; . = not tested or not shown; & = joins results of further samples. Unless noted, calls follow the shape of the dose curve; as a rule, active = well fitted curve in the direction sought with a large enough effect; inconclusive = small, poorly fitted or top-dose-only effect, or another doubt; inactive = no such curve, though single readings can be large; an effect the other way counts as inactive or inconclusive. Unless noted, % is scaled to controls: 0 for no effect and ±100 for the full control effect. No enrichment for hits; any-hit rate near 2.4%.

SMILES	Coupling enz	Eya2 inh	USP2a block	KCNH2 WT inh	KCNH2 3.1 block	BCR signal inh	Giardia killer	B2AR arrestin	GALK inh	uPA surface inh	PKM2 activator
O=C(NC1CCCC1)c1cc(S(=O)(=O)N2CCCC2)ccc1Cl	.	1.1%	1.1%	12.8	.	4.1%	-17.0	-0.3%	-4.1%	4.8%	-10.7%
COc1ccc(NC(=O)c2ccco2)cc1NC(=O)c1ccco1	-2.9	1.2%	4.4%	7.1	8.1	?	10.2	0.0%	-0.9%	-1.6%	-4.8%
O=C1/C(=C/c2ccco2)Cc2ccccc21	-0.3	-6.4%	1.0%	-9.5	-3.0	1.9%	-6.0	-0.2%	.	-10.3%	-5.1%
CC(C)C(OC(=O)c1ccco1)C(=O)NC1CCCC1 (stereo unspecified)	0.8	8.9%	1.1%	-6.5	-2.6	-19.2%	-11.8	-0.2%	-1.6%	-3.9%	-6.1%
CC(C)=CCC/C(C)=C/COc1ccc2ccc(=O)oc2c1	-3.8&-3.4&-2.5&0.0	-25.7%	0.9%	-0.4	-0.2	-2.1%	-14.8	0.2%	-3.9%	3.6%	-0.9%
CC(C(=O)NC1CCCCCC1)N(c1ccccc1)S(C)(=O)=O (stereo unspecified)	0.0	4.2%	0.2%	-4.6	-2.0	3.2%	-11.9	-0.4%	0.5%	1.3%	-1.6%
CCOC(=O)c1ccc(S(=O)(=O)Nc2cc(S(=O)(=O)Nc3ccc(OC)cc3)ccc2O)cc1	.	9.1%	-1.5%	-3.9	8.6	-0.1%	3.4	-0.1%	.	-22.1%	.
O=C(NCc1cn2ccccc2n1)C1CCC(=O)N(Cc2ccccc2F)C1 (stereo unspecified)	.	-3.6%	2.4%	18.3	-5.2	7.4%	-28.5	-0.5%	-0.3%	6.5%	.
COc1ccc(C(=O)NNC(=O)CSc2nnc(C3CC3)n2C)cc1	-0.4	5.4%	2.8%	-9.1	-7.2	0.1%	0.3	0.1%	-2.5%	-0.6%	0.7%
NS(=O)(=O)c1ccc(CCNC(=O)c2ccc(S(=O)(=O)N3CCCCC3)cc2)cc1	3.8	6.6%	4.4%	-5.6	-17.0	-12.6%	-12.1	-1.0%	-2.3%	6.3%	2.3%
CCOC(=O)C(=CNc1ccc(OC)cc1[N+](=O)[O-])C(=O)OCC	0.8	1.1%	3.5%	5.4	-7.8	11.1%	6.9	-0.3%	.	6.8%	-7.0%
CC1(C)CC2(CC(c3ccccc3)Oc3cc(O)ccc32)NC(=S)N1 (stereo unspecified)	12.6	-9.8%	-6.5%	-3.5	-31.6	-4.3%	10.4	3.8%	-2.3%	14.5%	11.2%
Cc1ccc2nc(SCC(=O)N(C)C3CCS(=O)(=O)C3)[nH]c2c1 (stereo unspecified)	.	4.1%	-0.7%	0.2	-197.6*	0.3%	1.0	0.1%	.	-13.5%	.
COc1ccc(CCNCc2c(OC)ccc3ccccc23)cc1OC	0.6	-3.3%	5.6%	10.9	0.1	1.7%	-26.9	0.7%	-7.8%	-29.4%	.
O=C(CCCOc1ccccc1)NC(=S)Nc1ccccc1	2.4	0.4%	-0.1%	-13.4	6.6	?	-14.9	0.1%	-0.6%	.	0.4%
COc1ccc(NC(=O)CCC(=O)c2cccs2)cc1S(=O)(=O)Nc1ccccc1Cl	-0.5	-1.1%	-15.3%	3.4	10.8	3.6%	1.7	-0.8%	-0.8%	1.1%	6.7%
Cc1ccccc1S(=O)Cc1ccc(C(=O)NCCCN2CCCCC2)o1 (stereo unspecified)	.	-1.5%	0.8%	-0.7	-1.0	0.8%	?	0.0%	-4.6%	5.9%	.
COc1ccc(CCNc2ccc(C(CC(N)=O)NC(=O)Cc3ccc(Br)cc3)cc2[N+](=O)[O-])cc1 (stereo unspecified)	-1.1	-0.4%	2.8%	-5.6	-4.2	3.8%	-13.2	-0.3%	-2.1%	-8.3%	?
COC(=O)/C(C#N)=C/c1c(Oc2cc(C)cc(C)c2)nc2ccccn2c1=O	3.2	9.6%	7.0%	-5.7	3.4	?	-5.5	0.4%	0.2%	-1.0%	5.3%
CC(C)C[C@H](NC(=O)c1[nH]cnc1C(=O)N[C@@H](Cc1ccccc1)C(=O)OC(C)(C)C)C(=O)OCc1ccccc1	-15.4	-6.9%	-12.2%	8.9	-10.7	?	-1.9	0.2%	.	14.8%	0.6%
CC(=O)Nc1ccc(-c2csc(Nc3ncccn3)n2)cc1	0.1	-1.7%	1.1%	-7.4	10.5	?	-15.5	0.0%	-1.1%	0.7%	-0.6%
O=C(O)c1cccc(S(=O)(=O)Nc2cccc(S(=O)(=O)N3CCCCCC3)c2)c1	15.1	15.7%	2.5%	0.1	-9.8	-6.3%	-1.8	-0.3%	-1.6%	0.1%	-5.4%
CN1CCN(C(=O)CCN2C(=O)/C(=C\c3ccc(F)cc3)SC2=S)CC1	.	-5.0%	0.8%	1.4	6.9	?	11.6	-1.2%	.	-10.3%	.
Cc1ccc(NC(=O)CCC(=O)NNC(=O)CCc2ccccc2)c(C)c1	2.5	11.5%	8.5%	5.0	-8.5	-0.9%	4.5	-0.1%	1.2%	5.4%	0.8%
N#Cc1ccc(COC(=O)CN2C(=O)NC3(CCCC3)C2=O)cc1	.	6.0%	1.0%	-11.1	1.7	1.0%	4.0	0.4%	.	-4.2%	.

Reprinted from the part before: two entries, followed by the next part.
SMILES	Coupling enz	Eya2 inh	USP2a block	KCNH2 WT inh	KCNH2 3.1 block	BCR signal inh	Giardia killer	B2AR arrestin	GALK inh	uPA surface inh	PKM2 activator
Cc1ccc(NC(=O)CCC(=O)NNC(=O)CCc2ccccc2)c(C)c1	2.5	11.5%	8.5%	5.0	-8.5	-0.9%	4.5	-0.1%	1.2%	5.4%	0.8%
N#Cc1ccc(COC(=O)CN2C(=O)NC3(CCCC3)C2=O)cc1	.	6.0%	1.0%	-11.1	1.7	1.0%	4.0	0.4%	.	-4.2%	.
O=S(=O)(Cc1ccccc1Cl)N1CCN(Cc2ccc3c(c2)OCO3)CC1	2.1	.	-1.1%	-4.8	-11.9	-13.7%	-3.8	0.2%	-3.7%	4.6%	-6.4%
CN(C)CCCN(Cc1ccccc1)C(=S)Nc1ccc(OC(F)F)cc1	1.5	-0.4%	0.2%	-0.1	-41.2	7.7%	-11.5	-0.5%	-0.7%	5.2%	1.0%
CC(C)NC(=O)C(=O)Nc1ccc2c(c1)N(S(=O)(=O)c1cccs1)CCC2	.	8.5%	1.1%	-1.2	-7.0	-12.7%	12.9	0.1%	.	-2.9%	.
CCN1C(=O)/C(=C\N(C(C)=O)c2ccccc2)OC1=S	3.7	0.0%	0.3%	18.3	-11.1	?	9.4	2.7%	-2.0%	-20.4%	0.3%
COc1ccc(C2C(C#N)=C(N)Oc3c2sc2nc(C)cc(C)c32)cc1 (stereo unspecified)	-1.0	21.5%	8.8%	-13.0	0.4	15.1%	0.6	-0.2%	-0.7%	-6.1%	-0.8%
C=CCNC(=S)N/N=C/c1ccc(N(CC)Cc2ccccc2)cc1	-2.5	0.2%	2.7%	-3.0	-36.4	2.0%	10.2	0.2%	-1.4%	-11.0%	-0.5%
Cc1ccc(NC(=S)NCCC(c2ccccc2)c2ccccc2)c(C)c1	-0.4	2.5%	0.2%	0.7	-20.3	?	-29.5	0.3%	-1.5%	1.4%	-6.6%
COc1ccc(OC)c(C(C)NC(=O)C23CC4CC(CC(C4)C2)C3)c1 (stereo unspecified)	0.0	-6.9%	0.0%	8.6	0.0	-1.5%	-2.8	-0.3%	4.2%	-1.9%	-9.0%
CC(=O)Nc1ccc(/C=N\NC(=O)CNS(=O)(=O)c2ccc([N+](=O)[O-])cc2)cc1	0.5	-1.3%	2.7%	-5.4	10.8	4.1%	3.4	0.1%	1.1%	5.7%	0.7%
CCOC(=O)c1ccc(NC(=O)c2ccco2)cc1	-0.5	2.9%	-1.6%	1.3	34.9	-3.9%	?	-0.1%	0.0%	?	-5.1%
